CTSL1 counter – Fasciola hepatica cathepsin L1 inhibitors, primary screen, counter-screen for PFM18AAP inhibitor project, biochemical, QFRET, fluorogenic peptide substrate | 300,000 compounds, 0.49% hits | AID 1906, 2009 | recombinant F. hepatica cathepsin L1, Z-Leu-Arg-MCA fluorescence | inhibition, % at 5.96 µM;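 active means inhibition above the mean of all tested compounds plus 3 SD, set per screening campaign, cut at about 17% in these data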;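 further: 0% = plate median of test compound wells and 100% = 1 µM Z-Phe-Ala-diazomethylketone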
ZTA counter – ZTA (EBV) inhibition in EBNA-1 counter-screen; P03206; ZTA-DNA binding, fluorescence polarization; inhibition, % at 11 µM; 320,000 compounds, 0.15% hits; in the data active means inhibition above about 33%
Target sequence (P03206 whole entry, looked up): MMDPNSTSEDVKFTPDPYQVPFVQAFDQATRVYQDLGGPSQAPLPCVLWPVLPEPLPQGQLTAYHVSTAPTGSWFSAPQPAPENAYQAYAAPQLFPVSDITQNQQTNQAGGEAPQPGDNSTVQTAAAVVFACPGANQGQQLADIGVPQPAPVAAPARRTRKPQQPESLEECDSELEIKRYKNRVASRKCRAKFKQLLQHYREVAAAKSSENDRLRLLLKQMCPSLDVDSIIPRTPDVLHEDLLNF
Efflux pump inh – inhibitors of Candida efflux pumps in yeast, primary screen, S. cerevisiae, Nile Red, multiplex | S. cerevisiae Candida pump triplex | inhibition, % at 10 µM | 330,000 compounds, 0.44% hits;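 active means plate passing quality check with inhibition over a set limit, or well fluorescence over plate mean plus 4 SD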;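 further: Nile Red retained in pooled yeast measured as flow cytometry median fluorescence; 0% = buffer negative control and 100% = Enniatin B positive control; higher means more Nile Red kept so more efflux inhibition; some compounds called inactive have numbers as strong as hits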
PREPL inhibitor – PREPL enzyme inhibitors, primary screen, biochemical, fluorescence polarization; inhibition, % at 5.96 µM; Prolyl endopeptidase-like (Homo sapiens), Q4J6C6; recombinant PREPL, fluorescence polarization activity-based probe; 320,000 compounds, 0.68% hits; AID 2751, 2010; in the data active means inhibition above about 43%;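 further: 0% = enzyme with DMSO and 100% = wells lacking enzyme; many of its hits are not listed in these tables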
TPT1 inh – Candida albicans TPT1 enzyme inhibitors, primary screen, biochemical, fluorescence polarization; tRNA 2'-phosphotransferase TPT1 (Candida albicans SC5314); recombinant caTPT1, FP RNA substrate dephosphorylation; inhibition, % at 5 µM; 300,000 compounds, 0.81% hits;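 active means inhibition above the mean of all tested compounds plus 3 SD, set per screening campaign, cut at about 24% in these data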;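 further: plate controls were DMSO alone for no effect and ferristatin control at 100 nM for full effect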
PP1 counter – PP1-alpha phosphatase inhibitors, primary screen, counter-screen for PP5 inhibitor project, biochemical, fluorescence, OMFP substrate, single point; inhibition, % at 6.7 µM; Serine/threonine-protein phosphatase PP1-alpha catalytic subunit (Homo sapiens), P62136; 320,000 compounds, 0.9% hits; purified PP1alpha;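 active means inhibition above the mean inhibition of all tested compounds plus 3 SD, computed separately for each screening campaign, cut at about 15% in these data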
Target sequence (P62136 whole entry, looked up): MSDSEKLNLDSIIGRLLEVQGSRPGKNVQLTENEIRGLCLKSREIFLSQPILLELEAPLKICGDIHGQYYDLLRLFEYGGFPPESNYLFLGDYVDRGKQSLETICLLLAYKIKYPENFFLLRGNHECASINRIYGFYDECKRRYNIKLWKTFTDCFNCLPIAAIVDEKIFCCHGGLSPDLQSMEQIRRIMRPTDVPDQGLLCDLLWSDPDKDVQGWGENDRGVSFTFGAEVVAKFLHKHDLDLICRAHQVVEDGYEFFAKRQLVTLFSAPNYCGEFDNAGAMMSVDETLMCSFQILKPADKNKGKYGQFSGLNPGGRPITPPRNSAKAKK
EBNA-1 inh – EBNA-1 DNA-binding inhibitors, primary screen, biochemical, fluorescence polarization; inhibition, % at 14.8 µM; 300,000 compounds, 0.34% hits; in the data active means inhibition above about 28%
PP5 inh – PP5 phosphatase inhibitors, primary screen, biochemical, fluorescence | Serine/threonine-protein phosphatase 5 (Homo sapiens), P53041 | purified PP5c, OMFP substrate fluorescence | inhibition, % at 6.7 µM | 320,000 compounds, 0.18% hits | AID 1987, 2009;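 active means inhibition above the campaign's mean inhibition across all tested compounds plus 3 SD, cut at about 9.5% in these data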;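 further: 0% = DMSO only and 100% = 100 µM cantharidin control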
Target sequence (P53041 whole entry, looked up): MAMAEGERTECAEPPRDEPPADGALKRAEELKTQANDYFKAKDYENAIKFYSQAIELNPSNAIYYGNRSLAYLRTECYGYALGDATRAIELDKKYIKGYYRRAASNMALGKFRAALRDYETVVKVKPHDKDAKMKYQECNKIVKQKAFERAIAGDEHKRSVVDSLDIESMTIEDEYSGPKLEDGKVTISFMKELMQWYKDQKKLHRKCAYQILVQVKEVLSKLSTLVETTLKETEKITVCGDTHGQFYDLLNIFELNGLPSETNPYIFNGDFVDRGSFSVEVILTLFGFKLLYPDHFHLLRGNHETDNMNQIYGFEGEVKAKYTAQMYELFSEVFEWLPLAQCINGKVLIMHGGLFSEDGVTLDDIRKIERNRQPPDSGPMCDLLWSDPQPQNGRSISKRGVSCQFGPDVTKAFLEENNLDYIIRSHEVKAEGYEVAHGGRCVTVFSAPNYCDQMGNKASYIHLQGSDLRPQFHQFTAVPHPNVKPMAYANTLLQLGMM
HCV core dimer – inhibitors of HCV core protein dimerization, primary screen, biochemical, TR-FRET, high-throughput. TR-FRET GST/Flag-core106 dimerization, 1536-well. inhibition, % at 5 µM. 300,000 compounds, 0.33% hits. AID 1899, 2009;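 active means inhibition above the mean of all tested compounds plus 3 SD, set per screening campaign, cut at about 45% in these data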
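test system = GST/Flag-tagged HCV core106 proteins | probe or stimulus = Eu donor and XL665 acceptor anti-tag antibodies | times = compound-protein-antibody incubation 4 h at 22.5 °C | signal = TR-FRET, excitation 340 nm, emission 617 and 671 nm | measure = percent inhibition of core106 dimerization signal | controls = wells lacking GST-core106 and wells with excess unlabelled core106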
The depositor's hits bear a star; · = no result given. Only part of the results is shown; the hit share may differ from the screen's.

SMILES,CTSL1 counter,ZTA counter,Efflux pump inh,PREPL inhibitor,TPT1 inh,PP1 counter,EBNA-1 inh,PP5 inh,HCV core dimer
O=C(NCc1ccccc1Cl)c1cc2ccccc2oc1=O,1,1,-0.2,-8,-2,-6,3,0.7,9
CCCNC(=O)CCn1c(=S)oc2ccccc21,-4,4,0.1,2,4,-5,0,1.5,0
CCOC(=O)Cn1c(-c2cccnc2Cl)nc2cc(C)c(C)cc21,-2,-2,0.3,-3,-2,-2,7,0.2,1
Cc1ccccc1CS(=O)(=O)Cc1ccc(C(=O)NC2CCCCC2)o1,1,6,0.1,-1,2,-2,-8,1.5,1
Cc1ccc(NS(=O)(=O)c2ccc(-c3ccc(=O)[nH]n3)o2)c(C)c1,0,-3,0.1,6,-2,0,0,1.5,-7
S=C1NCN(CCc2ccccc2)CN1Cc1ccccc1,7,-8,0.2,6,0,-4,-18,-1.1,-2
CC(C)NC(=O)N1CCC(c2nc3ccccc3s2)CC1,0,-13,-0.1,2,-4,-1,-3,-0.2,-4
COc1ccc2c(Cl)c(-c3nnco3)sc2c1,4,9,0.0,3,6,4,-3,3.7,6
CSc1cccc(NC(=O)CN(C)S(=O)(=O)c2ccc(C)cc2)c1,3,-17,0.2,-26,-1,11,-13,2.4,3
COC(=O)CCC(=O)OC1(C)C(=O)C2=CN(Cc3ccccc3)C(c3ccc(OC)cc3)=CC2=C(Br)C1=O (centres undefined),-3,6,0.0,46*,1,21*,-11,10*,15
COc1ccc(C(=O)N(C)C2CCCN(Cc3ccccc3F)C2)cc1C (centres undefined),0,-10,0.4,13,2,-2,-8,4.6,-3
O=C(CN1CCOCC1)NNC(=S)Nc1ccccc1,-3,-12,-0.1,8,-1,-2,0,0.0,-4
Cc1ccc(NNC(=O)c2ccno2)c(C)c1,2,-9,0.1,-2,-1,1,-1,1.9,0
CCOC(=O)N1CCC(Nc2nc(OC)nc(OC)n2)CC1,-4,-12,0.0,9,2,2,-12,0.8,-1
CCOC(=O)CNC(=O)c1sc(NC(=O)c2ccccc2)nc1C,2,-6,0.0,-1,2,-4,11,2.6,1
CCCc1cc(NCC2CCCO2)n2c(nc3ccccc32)c1C#N (centres undefined),3,-18,-0.2,12,-2,6,-8,0.7,2
Cc1cc(N2CCOCC2)nc2ccc(NC(=S)NC(C)C)cc12,5,-11,0.1,17,-1,0,13,1.7,-16
COc1ccc(S(=O)(=O)Nc2nnc(C)s2)cc1,4,-8,-0.2,18,3,0,-2,-0.8,2
O=C(Nc1ncc2c(n1)-c1ccccc1OC2)c1ccc(Cl)cc1Cl,3,-14,-0.2,-20,-6,-4,1,-0.3,5
COc1ccc(OCc2cccc(C(=O)NN)c2)cc1,-4,-15,-0.2,0,1,-4,1,1.3,-7
CC(C)(C)c1ccc(C(=O)NC(=O)COC(=O)CCS(=O)(=O)c2ccccc2)cc1,·,19,-0.1,1,·,1,·,0.5,·
Cc1cc(-n2c(SCCC#N)nnc2-c2cccnc2)ccc1Cl,-2,3,0.0,4,0,-4,-7,-0.5,1
COc1ccccc1NC(=O)CN(C)S(=O)(=O)c1ccc(F)cc1,-2,10,-0.1,7,-1,-3,12,0.0,3
Cn1c(/N=C/c2cccs2)nc2ccccc21,0,-2,0.2,18,0,-2,-7,1.9,0
Cc1cccc(COCC(CC(C)C)N2CCN(C(=O)c3ccc(C(F)(F)F)cc3)CCC2=O)c1 (centres undefined),3,6,0.3,12,2,5,2,3.6,11

4 structures out of the list, arranged by heavy-atom count, falling.
SMILES,CTSL1 counter,ZTA counter,Efflux pump inh,PREPL inhibitor,TPT1 inh,PP1 counter,EBNA-1 inh,PP5 inh,HCV core dimer
Cc1ccccc1CS(=O)(=O)Cc1ccc(C(=O)NC2CCCCC2)o1,1,6,0.1,-1,2,-2,-8,1.5,1
CSc1cccc(NC(=O)CN(C)S(=O)(=O)c2ccc(C)cc2)c1,3,-17,0.2,-26,-1,11,-13,2.4,3
CC(C)NC(=O)N1CCC(c2nc3ccccc3s2)CC1,0,-13,-0.1,2,-4,-1,-3,-0.2,-4
Cc1ccc(NNC(=O)c2ccno2)c(C)c1,2,-9,0.1,-2,-1,1,-1,1.9,0

Remaining list, next part:
SMILES,CTSL1 counter,ZTA counter,Efflux pump inh,PREPL inhibitor,TPT1 inh,PP1 counter,EBNA-1 inh,PP5 inh,HCV core dimer
COC(=O)CN(C)C(=O)c1ccc(OC)c(OC2CCN(C(C)C)CC2)c1,52*,-10,-0.2,13,-1,-3,-12,-8.5,-16
COc1ccc(-c2cn(CCC(=O)O)c(-c3ccc(Cl)nc3)n2)cc1,2,9,0.0,2,-3,0,-1,1.4,9
Cc1c(C)n(-c2ccc(Cl)cc2)c2ncnc(N)c12,-1,-1,0.0,9,-1,-2,0,2.9,3
O=C(NCCNS(=O)(=O)c1cccc(C(F)(F)F)c1)c1cc(OCC(F)(F)F)ccc1OCC(F)(F)F,7,13,-0.2,-10,-1,1,2,0.3,0
CCN1CCN(c2ccc(Cl)cc2NC(=O)c2ccc(-n3nc(C)cc3C)cc2)CC1,·,5,0.1,2,·,-3,·,0.7,·
COc1ccc(CCNC(=O)c2ccc3c(c2)N(Cc2ccc(F)cc2)CCS3)cc1OC,1,-3,0.1,7,-1,3,-5,2.2,8
COc1ccc(OC(C)C(=O)NCCC2=CCCCC2)cc1 (centres undefined),1,-10,0.2,10,2,0,3,-1.8,6
CC1CN(C(=O)c2ccc(COc3ccccc3Br)o2)CC(C)O1 (centres undefined),1,-8,-0.1,10,-2,1,2,2.5,-5
COc1ccc(NS(=O)(=O)c2ccc3oc(SCC(N)=O)nc3c2)cc1,-4,-5,-0.2,-3,-2,4,-6,2.0,0
Cc1nc2ccccc2nc1CN1CCC(CO)(CC2CCCCO2)CC1 (centres undefined),2,-23,-0.1,19,-2,1,-8,2.7,-14
COc1ccccc1NC(=O)Nc1ccc(Br)cn1,2,8,-0.1,1,-6,-1,5,0.1,3
CCOc1ccc(N(CC(=O)NCc2ccc(OC)cc2)S(C)(=O)=O)cc1,10,-1,-0.1,-6,-1,0,9,0.3,-7
O=C(COC(=O)c1cc(S(=O)(=O)N2CCc3ccccc3C2)ccc1Cl)NCc1ccco1,-1,-14,-0.1,3,-2,4,0,2.9,10
Cc1ccc(Cc2cnc(NC(=O)CN3CCOCC3)s2)cc1Cl,-1,8,0.1,31,-3,-4,4,3.0,-2
Cc1cc(=O)c(C(=O)O)nn1-c1ccccc1,7,9,0.1,14,-1,-1,2,0.4,5
CCNC(=O)/C(=C\c1ccccc1)NC(=O)/C=C/c1ccccc1,0,5,-0.1,-3,3,-4,6,1.2,-54
CCc1nnc(NC(=O)CC23CC4CC(CC(Br)(C4)C2)C3)s1,-1,0,-0.3,-2,-2,-1,-6,3.0,8
CCOC(=O)C1CCN(CC(=O)Nc2ccc(OC)c(Cl)c2)CC1,2,4,-0.3,0,0,-3,6,1.5,1
Cc1ccnc(N2CCC(C(=O)NC3CCCCCC3)CC2)n1,-2,-12,0.0,-7,0,0,-1,1.1,-5
COc1cc(NC(=O)c2cccnc2)c(Cl)cc1NC(=O)c1ccccc1,-2,-1,-0.3,-4,2,-3,-6,1.3,2
C#CCN1C(=O)C(O)(CC(=O)c2ccc(OC)c(OC)c2)c2ccccc21 (centres undefined),-4,5,0.1,13,0,-1,-10,1.7,6
CCOc1ccccc1-n1c(N)c(C(N)=O)sc1=S,4,7,0.0,2,-3,-2,5,1.8,2
Cc1ccc(S(=O)(=O)N2c3cc(C)ccc3OCC2C(C)(C)C)cc1 (centres undefined),-1,8,0.0,-9,-2,3,-5,4.0,6
CCO[C@@H]1OC(C(=O)N2CCCCCCC2)=C[C@H](c2csc3ccccc23)[C@H]1CCCO,6,-12,0.4,18,-5,1,-3,6.0,2
COc1ccc(C(=O)NC2CC(C)(C)Cc3c2cnn3-c2ccccc2C)o1 (centres undefined),-1,8,-0.4,-2,3,-1,8,-2.1,13

Following part.
SMILES,CTSL1 counter,ZTA counter,Efflux pump inh,PREPL inhibitor,TPT1 inh,PP1 counter,EBNA-1 inh,PP5 inh,HCV core dimer
CCC(Cc1ccccc1)NC(=O)CCNS(=O)(=O)c1cc(Br)cnc1N (centres undefined),-1,3,-0.2,-1,-4,-1,10,1.1,0
CCN(CC)CCOC(=O)C1(c2ccc([N+](=O)[O-])cc2)CCCC1,3,4,0.0,3,-3,-6,-8,1.2,-3
COc1cccc(N=Nc2c(N)[nH]n3c(=O)cc(-c4ccccc4)nc23)c1,7,-18,-0.2,19,-3,0,7,3.0,9
Cc1nc2ccc(NC(=O)c3sccc3C)cc2s1,1,4,-0.1,3,-15,-3,5,1.1,-2
Cc1noc(C)c1S(=O)(=O)N1CCCC(C(=O)N2CCN(C3CCCCC3)CC2)C1 (centres undefined),6,5,0.2,7,2,-5,-1,0.7,-5
CCOC(=O)c1c(NC(=O)CSc2nncs2)sc(C)c1-c1ccccc1,3,-7,0.0,-9,-1,3,7,3.5,21
O=c1[nH]c(SCc2cccc(Cl)c2)nc2ccccc12,-2,1,-0.1,-2,0,0,-1,2.8,-3
CC1(C)C(=O)OC(/C=C\c2ccccc2)C(C)(C)C1=O (centres undefined),-2,-23,0.2,-6,-1,-2,5,0.6,-7
O=C(NC1CCCCC1)N1CCC(n2cnc3ccccc32)CC1,0,-17,0.1,4,3,4,5,0.6,-10
CC12CC3CC(C)(C1)CC(C(=O)N1CCN(C(=O)c4ccco4)CC1)(C3)C2,2,-15,1.2,6,-5,-2,1,-0.1,5
CCCC(=O)OCCNc1cc(SCc2ccco2)c2nonc2c1[N+](=O)[O-],12,-16,0.0,16,-1,-8,-12,-0.2,20
C/C(CC(=O)Nc1ccc(N(C)C)cc1)=N\NC(=O)c1ccc(F)cc1,2,0,-0.1,-2,0,-1,2,-1.2,3
O=C1C=C(c2ccc(-c3ccccc3)cc2)C[C@@H](c2ccc(F)cc2)C1,·,4,0.0,-4,·,0,·,1.7,·
COc1ccc(C(=O)CN2C(=O)c3ccccc3C2=O)c(OC)c1C,8,-27,0.6,8,4,-1,-9,1.2,-3
Cc1ccnc(SCc2cc(=O)c(OC(=O)c3cccs3)co2)n1,-23,11,0.2,25,-1,0,-7,-2.0,1
C#CCOc1c(Cl)cc(/C=C2/C(=O)ON=C2C)cc1OCC,3,-12,-0.1,-7,-1,8,-1,-1.2,2
CCCCN(C)C(=O)C1CCN(Cc2ccc(OCc3ccccc3)cc2)CC1,1,6,0.0,21,-4,-1,0,0.9,-4
O=C(OCc1ccccc1)/C(=C/c1ccc(Cl)cc1)NC(=O)c1ccccc1Cl,8,-18,-0.1,5,-1,-4,4,-3.8,5
O=C(CCc1nnc(Cc2ccc(-c3ccccc3)cc2)o1)NCCc1cccnc1,-2,-6,0.0,31,-2,0,-3,0.5,0
CCC(C)Oc1ccc(/C=C/c2[nH]c(=O)[nH]c(=O)c2[N+](=O)[O-])cc1OC (centres undefined),3,21,0.1,16,5,0,6,4.7,5
